High-throughput results deposited in PubChem by several laboratories.
HIF-2a block – inhibitors of HIF-2a | 786-0 RCC cells HIF-2a reporter, luciferase luminescence, overnight | inhibition, % at 18.8 µM | 360,000 compounds, 0.72% hits | AID 624352;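 active = inhibition of the luminescence signal of 40% or more relative to plate controls, in a single-dose primary screen at 18.75 µM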
NR2E3 ag-1 – activates human NR2E3 receptor | Q9Y5X4 | CHO-S Gal4-NCOR/VP16-NR2E3 two-hybrid, luciferase | 360,000 compounds, 0.35% hits | inhibition of corepressor binding, % at 3.98 µM | AID 602229;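 active = inhibition above the mean of all tested compounds plus 3 SD, cut at about 70% in these data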;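 note: 0% = DMSO with NR2E3 transfected cells and 100% = cells lacking NR2E3 construct; higher means lower luciferase signal from less NR2E3 corepressor binding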
Target sequence (Q9Y5X4 whole entry, looked up, the tested form may be a part): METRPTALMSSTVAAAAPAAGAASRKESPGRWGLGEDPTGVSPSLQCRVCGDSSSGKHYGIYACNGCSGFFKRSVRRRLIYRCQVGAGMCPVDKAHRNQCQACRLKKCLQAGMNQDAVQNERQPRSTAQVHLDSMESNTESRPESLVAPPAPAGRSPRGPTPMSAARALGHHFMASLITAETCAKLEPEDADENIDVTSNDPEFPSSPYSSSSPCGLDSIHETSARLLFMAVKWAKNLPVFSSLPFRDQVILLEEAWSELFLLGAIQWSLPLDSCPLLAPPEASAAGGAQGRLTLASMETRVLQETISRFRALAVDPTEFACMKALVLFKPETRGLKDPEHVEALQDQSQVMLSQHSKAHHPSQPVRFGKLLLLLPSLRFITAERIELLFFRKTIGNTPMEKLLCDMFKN
CaV13 ICDI inh – Primary screen for inhibitors of IQ motif and Ca2+-dependent inactivation inhibitor domain binding in CACNA1D, Förster resonance energy transfer in living cells, …; inhibition, % at 12.3 µM; HEK cells, CFP/YFP FRET ICDI-IQ, plate reader, 10 min; percent FRET-ratio fall versus neutral wells; 340,000 compounds, 0.098% hits;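 active = mean replicate inhibition of at least 30% and at least 1% of replicates passing that level; inconclusive = only one of the two criteria is met; inactive = neither criterion is met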;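 note: 0% = median of the neutral control wells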
Vif inh – inhibitors of HIV Vif | HEK293T cells, Vif self-association by quenched fluorescence, imaging, 24 h | inhibition, % at 7.49 µM | 340,000 compounds, 0.35% hits | AID 602346; in the data active = inhibition above about 50%, passing the limit was not always enough; inconclusive = no clear call, values can overlap the other calls; inactive = below about 31%; note: some results filed as inactive read as strong as hits
TRPM1 prom inh – reduces MITF-dependent TRPM1 promoter luciferase signal. 330,000 compounds, 0.83% hits. inhibition, % at 12.5 µM. SK-MEL-5 TRPM1 promoter luciferase, 24 h;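 active = mean inhibition across replicates of 60% or more, whatever share of single replicates reaches that level; inconclusive = some that reach 60%, reason not given; inactive = mean inhibition across replicates below 60%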; note: values of inactives mirror those of a sister screen read the other way
PDI inh – inhibitors of human protein disulfide isomerase; P07237; PDI insulin aggregation turbidity, A650, 90 min; inhibition, % at 10 µM; 350,000 compounds, 0.052% hits; AID 588391;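 active = mean inhibition across replicates of 30% or more, whatever share of single replicates reach that level; inconclusive = mean inhibition below 30% while every single replicate reaches 30%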;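 note: absorbance from insulin aggregation driven by PDI reduction with DTT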
Target sequence (P07237 whole entry, looked up): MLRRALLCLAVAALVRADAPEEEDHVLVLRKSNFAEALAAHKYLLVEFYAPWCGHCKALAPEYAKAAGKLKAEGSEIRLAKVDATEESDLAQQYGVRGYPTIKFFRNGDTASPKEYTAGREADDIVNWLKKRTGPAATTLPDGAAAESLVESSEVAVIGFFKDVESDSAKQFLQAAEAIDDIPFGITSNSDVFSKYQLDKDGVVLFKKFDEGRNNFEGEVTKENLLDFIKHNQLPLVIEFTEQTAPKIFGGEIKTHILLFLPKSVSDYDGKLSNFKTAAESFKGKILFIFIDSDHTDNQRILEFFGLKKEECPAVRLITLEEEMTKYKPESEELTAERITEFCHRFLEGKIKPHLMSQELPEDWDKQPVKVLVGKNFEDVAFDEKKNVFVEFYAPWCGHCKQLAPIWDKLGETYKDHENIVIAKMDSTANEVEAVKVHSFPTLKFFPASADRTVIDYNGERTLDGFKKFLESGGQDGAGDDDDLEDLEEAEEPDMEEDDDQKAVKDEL
Shn3 inh set2 – Schnurri-3 reporter inhibition in Clone20 osteoblasts; Clone20 osteoblast Shn3 3'UTR firefly luciferase, 24 h; inhibition, % at 12.5 µM; 360,000 compounds, 0.52% hits;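 active = mean inhibition of at least 75% with every replicate also reaching 75%; inconclusive = mean inhibition at least 75% but some replicate below; inactive = mean inhibition below 75%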;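 note: 0% = median of neutral control wells and 100% = pilot-screen positive control compound; some compounds past the cut are filed as inactive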
CF NFkB block – blocks PAF-induced NF-kB reporter in cystic fibrosis cells; KKLEB NF-kB-GFP reporter, GFP fluorescence overnight; AID 588850; 360,000 compounds, 0.86% hits; inhibition, % at 5 µM;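 active = at least 50% inhibition at 5 µM, scaled per plate between neutral and stimulator controls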;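 note: PAF is a Pseudomonas aeruginosa culture filtrate used as stimulus; plate controls were PAF-stimulated DMSO wells for no effect and unstimulated DMSO wells for full effect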
NR2E3 ag-2 – agonists of human nuclear receptor NR2E3 | Q9Y5X4 | GST-NR2E3/biotin-RetCOR TR-FRET, 1536-well | inhibition of corepressor binding, % at 4.78 µM | 320,000 compounds, 0.12% hits | AID 2300;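 active = percent inhibition above the cutoff of mean plus 3 SD of all tested compounds, set per screening campaign, cut at about 20% in these data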;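 note: 0% = DMSO wells and 100% = biotin wells as full block of FRET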
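Assay system: NR2E3–RetCOR corepressor complex. Quantity: 1.35 nM GST-NR2E3. Buffer or medium: pH 7.5 Tris-based buffer. Reagent: biotinylated RetCOR corepressor at 7 nM final. Schedule: 5 h at 4 °C. Detection: TR-FRET, emission read at 617 and 671 nm. Replicates: one well per compound, singlicate testing.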
Peg3 promoter – Peg3 promoter activity inhibition | HeLa PEG-Prom luciferase reporter, luminescence, overnight | inhibition, % at 20 µM | 360,000 compounds, 1.7% hits | AID 588405;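 active = inhibition of at least 50% at 20 µM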
KKLEB cytotox – CF airway cell cytotoxicity counter-screen; KKLEB CF airway cells viability, ATPlite luminescence, overnight; active compounds read low; cells stimulated with P. aeruginosa culture filtrate; activity change (cytotoxicity), % at 5 µM; 360,000 compounds, 0.36% hits;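 active = corrected activity change at or below -50% at 5 µM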
An asterisk follows results filed as active; i = inactive; ? = inconclusive; · = no result given.

SMILES	HIF-2a block	NR2E3 ag-1	CaV13 ICDI inh	Vif inh	TRPM1 prom inh	PDI inh	Shn3 inh set2	CF NFkB block	NR2E3 ag-2	Peg3 promoter	KKLEB cytotox
COc1ccc(/C=N/NC(=O)C2C3CCCCC32)cc1OC (configuration not stated)	2	-4	-6	·	-4	1	5	-3	-1	-2	14
O=C(C[n+]1cc(-c2ccc(Cl)cc2)n2c1CCC2)Nc1nc(-c2ccc(F)cc2)cs1	4	-27	-5	0	-6	11	18	7	3	3	-5
COc1ccc(CCNC(=O)C(=O)c2c(C)[nH]c3ccccc23)cc1	1	5	-15	-11	-2	-5	2	-6	-1	2	6
CC(C)NC(=O)c1nn(C)c2ccccc12	10	1	-10	9	13	-2	11	-6	-1	0	4
CCOC(=O)c1ccc(NC(=O)Cn2nnc(-c3ccccc3C)n2)cc1	16	-8	·	-11	17	13	0	-6	-2	24	17
O=S(=O)(CCN1CCN(c2ccccn2)CC1)c1ccc(F)cc1	4	-3	-5	-6	1	-1	-2	9	1	1	1
CC(C)Oc1ccc(S(=O)(=O)N2CCOCC2)cc1NC(=O)CSc1nnc(C2CC2)n1C	10	-19	-6	2	·	21	11	-11	·	-6	9
Fc1ccc(N2Cc3ccsc3C=N2)cc1	-89	-31	-5	4	-22	2	2	-9	1	-47	1
O=C(C1=C[C@H](c2ccc(C(F)(F)F)cc2)C[C@H](OCCCCO)O1)N1CCOCC1	3	-17	-9	-5	-7	-9	14	11	1	-3	-6
COc1ccc(CNC(=O)COC(=O)c2n[nH]c3ccccc23)cc1	-20	-17	0	3	0	-3	9	7	1	-9	-3
COc1ccc(C(=O)NNC(=O)Cc2ccc([N+](=O)[O-])cc2)cc1	13	-22	-4	1	-4	-5	-15	16	1	10	8
COc1cc2c3nnc(-c4ccc(F)cc4)c-3cn(Cc3ccccc3)c2cc1OC	-24	18	-21	i	·	-14	24	-348	3	103*	11
CC(=NNS(=O)(=O)c1ccc([N+](=O)[O-])cc1)c1ccc(C)cc1	2	-27	-6	1	7	7	-6	8	·	4	-21
Cc1cccc(OCCCCCN2CCOCC2)c1	-7	1	-5	-2	1	7	-10	15	·	8	1
Cc1cc(C(N)=O)c2ccccc2n1	12	5	-18	5	0	-9	-6	8	1	13	10
CCC1=Nc2cc(C(=O)NCCCN3CCN(C)CC3)ccc2Sc2ccccc21	12	-9	-2	-4	-4	0	10	1	1	-18	-1
CC(=O)NC(CC(=O)Nc1ccc(S(=O)(=O)Nc2nccs2)cc1)c1ccccc1 (configuration not stated)	12	5	-7	-6	-1	-3	-24	10	·	-10	-10
COc1cccc(-c2cc3nc4c(c(N5CCC6(CC5)OCCO6)n3n2)CCCC4)c1	-100	-53	-8	4	-65	-3	54	-1	1	-69	-9
Cc1ccc(OCCC(=O)OCC(=O)Nc2ccc(C)cc2Cl)cc1	-4	-2	-6	12	-13	3	-19	-25	0	-15	11
COCCCNC(=O)CN1C(=O)CSc2ccc(S(=O)(=O)N3CCOCC3)cc21	4	6	-16	-3	-7	6	-2	-6	-1	13	6
CN1CCN(c2ccc([N+](=O)[O-])cc2/C=N/NC(=O)c2ccc(F)cc2)CC1	8	-10	-7	4	-14	-17	3	-3	·	-1	-5
CC(C)n1ncc2c(C(=O)Nc3ccc(S(C)(=O)=O)cc3)cc(C3CC3)nc21	12	11	-4	-6	-1	-3	21	-6	-1	17	-10
N#Cc1c(Cl)nsc1NCCN1CCOCC1	22	-29	-20	·	3	-7	3	-6	-4	4	3
CCN1C(=O)C(CC(=O)Nc2ccc(F)cc2)N(Cc2ccco2)C1=S (configuration not stated)	26	7	-3	-4	6	-6	0	-13	1	17	15
CC(=O)c1ccc2c(c1)CCN2	1	15	-3	8	6	-9	6	-7	·	-12	2
CC(=O)Nc1ccc(S(=O)(=O)c2ccc(N)cc2)cc1	12	7	-5	-4	-3	1	-1	-8	-3	10	-6
Cc1ccc(OC(=O)COc2ccccc2)c(-n2nc3ccccc3n2)c1	-170	-44	-5	5	-38	19	-35	1	-1	-220	0
COc1ccc(/C=N/NC(=S)NCC2CCCO2)cc1 (configuration not stated)	-21	10	-5	1	3	-7	4	5	2	-8	-13
Cc1cccc2cc(C#N)c(NCCNC(=O)c3ccccc3)nc12	-14	-30	-5	?	·	-2	1	-18	·	-14	4
Cc1ccc(SCc2ccc(C(=O)NCc3cccnc3)cc2)cc1	-31	-9	-5	-11	8	8	-10	-7	2	-1	-2
CCC(C(=O)OC)n1cnc2c(cnn2-c2ccc(Cl)cc2)c1=O (configuration not stated)	-33	-11	·	5	15	4	0	10	-3	-24	-8
O=C(COC(=O)/C=C/c1cccc([N+](=O)[O-])c1)NCc1ccco1	10	-19	-6	-14	-24	-2	3	-6	-4	6	24
COc1ccc(-c2csc3ncn(CC(=O)N4CCOCC4)c(=O)c23)cc1	18	7	5	-2	-5	-8	-12	4	-1	4	-5
O=C(O)CC/C(=N/NC(=O)CNC(=O)Cc1ccccc1)c1ccccc1	20	-5	0	2	5	6	-5	4	0	10	-5
COc1cc(OC)c(OC)cc1CN(C)CCc1ccccn1	6	-28	-2	13	-3	5	-4	-7	0	2	8
CCN(C(=O)c1ccco1)C1C2CC3CC(C2)CC1C3 (configuration not stated)	8	16	-5	3	0	-19	-1	-28	-1	-1	6
O=C(NCc1ccccc1F)c1ccc2c(c1)OCO2	-23	-24	-5	-2	-24	-1	-2	-3	0	-36	12
CC(=O)c1ccc(Sc2ccccc2)cc1	-29	-15	-5	-3	-9	-7	-10	7	0	-26	-10
Cc1cccc(C)c1NC(=O)C(c1ccccc1)N1CCN(c2ccc(F)cc2)CC1 (configuration not stated)	10	8	-7	·	·	·	-2	0	·	14	-17
O=C(CSc1nnnn1C1CCCCC1)Nc1cccc(NC(=O)c2ccco2)c1	-15	-20	-5	-2	-8	-9	-2	-8	1	10	8
CC(C)Nc1nnc(SCC(=O)c2c[nH]c3ccccc23)s1	-6	-3	-5	-4	8	5	-1	-10	0	3	17
COc1ccc(N2CCN(c3nc4c(c(=O)n(C)c(=O)n4C)n3CCCc3ccccc3)CC2)cc1	30	-17	·	15	-3	7	-19	8	-1	12	-5
Cc1noc(C)c1COC(=O)CN(C)S(=O)(=O)c1ccc(Cl)cc1	16	-35	-4	-1	-1	0	3	16	1	18	-14
O=C(c1ccc(Cl)c(S(=O)(=O)N2CCOCC2)c1)N1CCCCCC1	-5	-24	-6	8	3	-3	-8	-11	2	-6	11
O=C1CN(S(=O)(=O)c2cccc(Cl)c2Cl)CCN1	5	-28	-5	-10	-12	-2	8	-6	·	13	-1
CC(C)(C)c1ccc(-c2noc(-c3ccno3)n2)cc1	-287	-110	4	7	-113	2	-107	-1	7	-385	-6
CC1S/C(=N/N=C/c2ccco2)N(Cc2ccc(F)cc2)C1=O (configuration not stated)	-121	-1	-3	-2	-25	4	14	4	-3	-74	-13
CC1(C)CC(NS(=O)(=O)c2ccc(C(C)(C)C)cc2)CC(C)(C)N1	5	-4	-5	4	-1	-5	-18	4	4	-9	-6
CC(Cc1ccccc1)N1CCCC1=O (configuration not stated)	9	28	-5	-8	10	3	-12	-16	·	-8	12
CNC(=S)NNC(=O)c1ccc(C(C)(C)C)cc1	-98	-80	-4	-4	-6	-2	-40	13	-1	-89	-6
COc1ccc(S(=O)(=O)Nc2cc(S(=O)(=O)N3CCOCC3)ccc2OC)cc1	17	3	-3	24	-5	-4	-26	-14	·	-9	1
COCCN1C(=O)N[C@@H](c2cccc(C(F)(F)F)c2)[C@H](C(=O)OC)[C@H]1C	18	-36	-13	13	0	9	-16	8	1	0	-1
COc1cccc(C(=O)COC(=O)C(C)N2C(=O)c3ccccc3C2=O)c1 (configuration not stated)	-7	-3	·	-1	-3	-17	6	-3	-3	4	2
O=C(Nc1ccccc1)C1=C[C@@H](c2coc3ccccc3c2=O)C[C@@H](OCc2ccc(CO)cc2)O1	18	-33	-5	-3	-10	-3	19	6	0	0	-5
COc1ccccc1C1C(C#N)=C(N)Oc2c1c(-c1ccccc1)nn2-c1ccccc1 (configuration not stated)	-14	-15	-6	-7	7	-3	16	9	-1	12	9
O=c1c2ccccc2nc2n1C(CSCc1ccccc1)CS2 (configuration not stated)	21	29	0	-23	7	5	76	-7	1	24	1
CC1CCCN(C(=O)Cn2nnc(-c3ccc(S(C)(=O)=O)cc3)n2)C1 (configuration not stated)	3	-17	-20	-3	6	12	-19	-3	-2	11	9
COC(=O)CNC(=O)COC(=O)/C=C/c1ccc2ccccc2n1	0	14	3	2	3	10	-5	22	-2	6	3
O=C(NC1CC2CCCC(C1)N2Cc1ccccc1)c1cccc(F)c1 (configuration not stated)	13	-26	-20	5	-10	-6	12	2	-3	10	-7
CSCCNC(=O)c1ccc(OC2CCN(S(=O)(=O)N(C)C)CC2)cc1	6	15	-1	12	2	4	7	-19	-1	8	-4

A stretch taken from the entries so far, as a working copy:
SMILES	HIF-2a block	NR2E3 ag-1	CaV13 ICDI inh	Vif inh	TRPM1 prom inh	PDI inh	Shn3 inh set2	CF NFkB block	NR2E3 ag-2	Peg3 promoter	KKLEB cytotox
O=C(NC1CC2CCCC(C1)N2Cc1ccccc1)c1cccc(F)c1 (configuration not stated)	13	-26	-20	5	-10	-6	12	2	-3	10	-7
CSCCNC(=O)c1ccc(OC2CCN(S(=O)(=O)N(C)C)CC2)cc1	6	15	-1	12	2	4	7	-19	-1	8	-4

Following part:
SMILES	HIF-2a block	NR2E3 ag-1	CaV13 ICDI inh	Vif inh	TRPM1 prom inh	PDI inh	Shn3 inh set2	CF NFkB block	NR2E3 ag-2	Peg3 promoter	KKLEB cytotox
CC[C@H](C)[C@H](NC(N)=O)C(=O)NCCc1ccc(OC)c(OC)c1	12	-3	-5	16	-13	-1	8	2	-1	-9	6
CN(Cc1ccccc1)c1ccc(N2C(=O)CCC2=O)cc1[N+](=O)[O-]	8	6	3	-14	2	-1	-9	11	11	2	3
Cc1csc2ncc(C(=O)N3CCCc4ccccc43)c(=O)n12	13	-44	-3	1	-1	·	6	-2	4	12	3
COc1ccc(C(OCC(O)CNCCc2ccccc2)c2ccc(OC)cc2)cc1 (configuration not stated)	-4	-34	-5	-6	6	12	20	12	·	13	-17
COc1ccc(CCNc2ncnc3c2[nH]c2cc(OC)c(OC)cc23)cc1OC	24	-10	-20	-22	25	-2	4	-8	-4	25	-2
COc1ccccc1-c1csc(-n2ncc(C#N)c2N)n1	-46	-25	-4	5	-8	16	-33	-37	1	-16	12
COc1ccc(/C=N/NC(=O)c2cc(=O)[nH]c3ccccc23)cc1OC	12	31	-6	-2	-11	5	0	-8	-1	-6	10
